# From PubChem
# Rpn11 block – inhibitors of human proteasome Rpn11; O00487; 0.59% of 360,000 active; human 26S proteasome, Ub4-pepOG fluorescence polarization; 20S core pre-blocked with epoxomicin; calls only at 20 µM;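 active = inhibition at 20 µM, scaled to each plate's controls, above about 33%, limit read from the data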
# Scp-1 inhibitor – inhibitors of human Scp-1 phosphatase | Q9GZU7 | Recombinant Scp1, phosphopeptide, malachite green phosphate absorbance | inhibition, % at 20 µM | 0.88% of 340,000 active | AID 493091;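 active = inhibition above about 50% at 20 µM, limit read from the data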;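 also: plate controls were DMSO wells with enzyme for no effect and wells lacking enzyme for full effect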
#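 Test system: SCP-1 phosphatase catalytic domain, residues 76-261 | Compound dosing: One concentration, 20 µM, with 1.0% DMSO | Schedule: 45 min room-temperature reaction, 5 min colour, 30 min stabiliser | Detection: Absorbance at 630 nm | Read-out basis: % inhibition of SCP-1 phosphate liberation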
# STEP inh – inhibitors of human striatal-enriched phosphatase STEP | P54829 | recombinant STEP, OMFP fluorogenic substrate, fluorescence | inhibition, % at 20 µM | 0.25% of 360,000 active | AID 588621;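 active = inhibition at 20 µM, scaled per plate between control wells, above about 37%, limit read from the data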;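 also: 0% = DMSO with enzyme and substrate and 100% = substrate only without enzyme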
#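 material = STEP tyrosine phosphatase | reagent = fluorogenic phosphatase substrate OMFP at 25 µM final | doses = single compound dose of 20 µM, 1% DMSO final | schedule = 20 min reaction, room temperature, in the dark | measured by = fluorescence, 480/540 nm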
# LMPTP inh – blocks human LMPTP phosphatase; P24666; recombinant LMPTP-A, OMFP fluorogenic substrate, fluorescence intensity; inhibition, % at 20 µM; 0.22% of 360,000 active;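 active = compounds that cut the enzyme signal by at least half of the control window in the single-dose screen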;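 also: plate controls were DMSO wells with enzyme plus substrate for no effect and substrate without enzyme for full effect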
#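 test system = LMPTP-A | amount = 0.625 nM LMPTP-A final | reagent = fluorogenic phosphatase substrate OMFP at 400 µM final | incubation = 50 min at room temperature | benchmarks = no-enzyme low control, uninhibited high control | medium = Bis-Tris pH 6.0, DTT, detergent | signal = fluorescence intensity of OMFP turnover product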
# SUMO1-SIM PPI – SUMO1-SIM interaction modulation. P63165. inhibition, % at 20 µM. AID 602429. 0.33% of 360,000 active. SUMO1 binding to a labelled peptide, TR-FRET, 1 h; in the data active = inhibition above about 37%
# Rin1-Abl PPI inh – inhibitors of human Rin1-Abl protein interaction. TR-FRET Rin1/Abl binding, biochemical. inhibition, % at 7.35 µM. 0.4% of 360,000 active. AID 588664; in the data active = inhibition above about 5%, passing the limit was not always enough
# DNMT1 block – DNMT1 (human) enzyme inhibition. P26358. DNMT1 molecular beacon, Hinp1I cleavage, fluorescence. inhibition (reported as % activation of signal), % at 10 µM. 0.83% of 360,000 active. AID 588458; in the data active = inhibition above about 50%
# Target sequence (P26358 504-1616 limits assumed): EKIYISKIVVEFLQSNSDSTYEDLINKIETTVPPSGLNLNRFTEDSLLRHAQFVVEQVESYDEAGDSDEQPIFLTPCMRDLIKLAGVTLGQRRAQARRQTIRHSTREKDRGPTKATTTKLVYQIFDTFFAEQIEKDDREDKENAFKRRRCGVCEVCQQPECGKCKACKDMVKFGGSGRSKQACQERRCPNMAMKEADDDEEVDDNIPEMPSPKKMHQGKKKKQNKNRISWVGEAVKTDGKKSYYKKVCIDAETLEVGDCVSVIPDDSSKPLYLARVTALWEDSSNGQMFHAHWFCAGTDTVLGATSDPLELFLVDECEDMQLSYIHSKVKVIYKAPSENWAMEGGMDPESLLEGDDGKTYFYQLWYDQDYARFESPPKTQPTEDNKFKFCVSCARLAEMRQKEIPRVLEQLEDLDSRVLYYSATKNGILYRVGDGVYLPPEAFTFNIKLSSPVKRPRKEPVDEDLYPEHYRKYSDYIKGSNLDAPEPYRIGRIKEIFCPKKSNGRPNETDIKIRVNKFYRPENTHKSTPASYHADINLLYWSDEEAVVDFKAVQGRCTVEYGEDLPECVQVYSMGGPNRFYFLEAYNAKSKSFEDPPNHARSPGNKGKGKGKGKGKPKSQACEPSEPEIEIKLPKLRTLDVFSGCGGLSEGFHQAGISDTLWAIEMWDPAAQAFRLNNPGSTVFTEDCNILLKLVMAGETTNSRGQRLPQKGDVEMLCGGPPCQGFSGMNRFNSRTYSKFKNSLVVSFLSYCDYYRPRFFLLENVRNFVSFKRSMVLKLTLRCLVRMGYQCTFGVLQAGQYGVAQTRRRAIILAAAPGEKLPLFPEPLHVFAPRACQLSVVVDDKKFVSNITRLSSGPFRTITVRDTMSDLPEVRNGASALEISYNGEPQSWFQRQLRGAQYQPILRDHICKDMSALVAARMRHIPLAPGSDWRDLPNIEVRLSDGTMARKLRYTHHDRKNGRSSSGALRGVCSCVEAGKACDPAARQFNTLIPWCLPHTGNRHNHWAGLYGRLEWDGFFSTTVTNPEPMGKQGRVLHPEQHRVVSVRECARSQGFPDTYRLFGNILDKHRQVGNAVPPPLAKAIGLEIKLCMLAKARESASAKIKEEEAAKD
# NadD inh – blocks S. aureus nicotinate mononucleotide adenylyltransferase; 0.78% of 360,000 active; inhibition, % at 20 µM; purified NadD enzyme, colorimetric absorbance read-out; in the data active = inhibition above about 26%; also: some compounds past the cut are filed as inactive
# Neddyl block – inhibitors of human cullin neddylation | TR-FRET cullin neddylation, biochemical | calls only at 25 µM | 0.58% of 360,000 active; in the data active = inhibition above about 36%
# CSN deneddyl inh – inhibitors of human CSN-mediated cullin deneddylation; Q92905; Purified CSN, SCF-Nedd8-OG deneddylation, fluorescence polarization; inhibition, % at 12.5 µM; 0.38% of 360,000 active;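 active = pattern-corrected inhibition above about 35%, with an unprinted fluorescence ratio check between 0.5 and 1.5, limit read from the data, passing the limit was not always enough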;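 also: 0% = enzyme with substrate and 100% = substrate without enzyme; some results filed as inactive read as strong as hits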
#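 Assay system: HEK293T-derived human Csn5 enzyme; quantity: 0.24 nM enzyme; medium: Tris/NaCl/DTT buffer, pH 7.5; also added: substrate SCFSkp2-Nedd8OG, 10 nM; doses: 12.5 µM compound; schedule: 90 min reaction at room temperature; signal: FP; read-out: % inhibition of substrate cleavage by Csn5; benchmarks: substrate-only high control, full reaction low control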
# The depositor's hits bear a star; i = inactive; · = no result given; + = active, no number.
SMILES,Rpn11 block,Scp-1 inhibitor,STEP inh,LMPTP inh,SUMO1-SIM PPI,Rin1-Abl PPI inh,DNMT1 block,NadD inh,Neddyl block,CSN deneddyl inh
COc1ccc([C@H]2CC(=O)C=C(c3ccc(Oc4ccccc4)cc3)C2)cc1OC,i,-4,2,8.4,-2,3,-15,1,i,-2
COc1ccc(C(=O)CSc2nccn2C)cc1,i,-1,1,-0.3,0,2,1,-1,i,-1
CN(C)c1ncc(S(=O)(=O)c2ccccc2)c(-c2ccccc2Cl)n1,i,-6,0,0.9,-3,-4,-6,-6,i,-1
O=S(=O)(Nc1nc2ccccc2s1)c1ccc(Br)s1,i,-5,0,0.4,6,4,-1,4,i,6
NNC(=O)c1ccc2nc(-c3ccc(Br)cc3)cn2c1,i,-3,6,-1.3,-7,4,0,-1,·,2
Cc1c(C(=O)NCCc2ccccc2)oc2ccccc12,i,-6,-1,-0.2,2,2,1,-4,i,-1
COC(=O)CCN1CCc2cc(N=Nc3ccc([N+](=O)[O-])cc3)ccc21,i,0,-2,1.7,-8,-1,-3,0,i,-9
CN(c1ccc(C(=O)NCCSCc2ccco2)cc1)S(C)(=O)=O,i,-11,1,-1.2,1,-1,0,-1,i,-3
CCOC(=O)N1CCN(Cc2nc(CC3CC3)no2)CC1,i,-5,-1,-0.6,3,3,82*,-8,i,-3
COc1cc2nc(NC(=O)c3ccc(F)cc3Cl)sc(=O)c2cc1OC,i,-4,-2,3.5,3,-4,13,-9,i,19
O=C(COc1ccc(Br)cc1)NNC(=S)NCc1ccccc1,i,-1,1,-0.7,5,1,-2,-5,i,-4
N#CC(=C(O)COC(=O)Cc1c[nH]c2ccccc12)c1nc2ccccc2[nH]1,i,-24,8,0.7,12,3,-22,6,i,6
O=C(COC(=O)Cc1cccc(C(F)(F)F)c1)NC(=O)NC1CCCC1,i,0,-7,0.4,-1,3,0,-8,i,-1
Cc1ccccc1-n1c(Cn2c(=O)sc3ccccc32)nnc1SCC(=O)N1CCCC1,i,-1,-2,1.0,4,-3,1,1,i,-4
CCc1nc2c(OCc3cccc(Cl)c3)cccn2c1N(C)C(=O)c1ccc(OC)cc1,i,·,4,1.5,-1,-3,0,14,i,-7
O=c1oc2c(CN3CCCCC3)c(O)ccc2c2c1CCCCC2,i,-8,1,1.5,0,-5,0,-3,i,1
Cc1cccc(N2CCN(S(=O)(=O)c3ccc(-c4cc(C)no4)s3)CC2C)c1 (stereo not drawn),i,1,2,1.1,-1,-1,5,1,i,-3
COc1ccc(C(=O)NC(=O)COC(=O)C2CC2C)cc1 (stereo not drawn),i,-3,-2,-0.2,5,1,-1,0,i,-2
CC1(C)CC(NC(=O)c2cc(Cl)ccc2Cl)CC(C)(C)N1,i,-10,0,1.3,6,3,5,-5,i,0
O=C(NCCc1ccccc1)Nc1ccc(Cl)cc1,i,-10,0,0.5,1,2,1,3,i,-6
COc1c(F)c(F)c(C(=O)Nc2ccc(NC(=O)c3ccco3)cc2)c(F)c1F,i,-1,-2,0.8,1,0,2,3,i,5
COc1ccc(C(=O)NC2CCSc3ccccc32)cc1S(=O)(=O)N1CCOCC1 (stereo not drawn),i,-4,4,0.4,2,2,-1,2,i,-6
CC(C)=NNc1ncnc2nc[nH]c12,i,5,-1,-0.2,1,4,4,1,i,2
O=C(C/C(=N\NC(=O)c1ccccc1Br)C(F)(F)F)c1cccs1,i,-6,5,0.3,-1,3,13,3,i,2
CCOc1ccc(CCN2C(=O)C(=O)N([C@@H](Cc3ccc(O)cc3)CN3CCC[C@H]3CN3C(=O)C(=O)NC[C@@H]3Cc3ccccc3)C[C@@H]2Cc2ccc(O)cc2)cc1,·,·,·,22,24,·,·,30*,i,3

# Records above shown as hits in NadD inh.
SMILES,Rpn11 block,Scp-1 inhibitor,STEP inh,LMPTP inh,SUMO1-SIM PPI,Rin1-Abl PPI inh,DNMT1 block,NadD inh,Neddyl block,CSN deneddyl inh
CCOc1ccc(CCN2C(=O)C(=O)N([C@@H](Cc3ccc(O)cc3)CN3CCC[C@H]3CN3C(=O)C(=O)NC[C@@H]3Cc3ccccc3)C[C@@H]2Cc2ccc(O)cc2)cc1,·,·,·,22,24,·,·,30*,i,3

# A stretch from the list above:
SMILES,Rpn11 block,Scp-1 inhibitor,STEP inh,LMPTP inh,SUMO1-SIM PPI,Rin1-Abl PPI inh,DNMT1 block,NadD inh,Neddyl block,CSN deneddyl inh
CC(C)=NNc1ncnc2nc[nH]c12,i,5,-1,-0.2,1,4,4,1,i,2
O=C(C/C(=N\NC(=O)c1ccccc1Br)C(F)(F)F)c1cccs1,i,-6,5,0.3,-1,3,13,3,i,2
CCOc1ccc(CCN2C(=O)C(=O)N([C@@H](Cc3ccc(O)cc3)CN3CCC[C@H]3CN3C(=O)C(=O)NC[C@@H]3Cc3ccccc3)C[C@@H]2Cc2ccc(O)cc2)cc1,·,·,·,22,24,·,·,30*,i,3

# The listing continues:
SMILES,Rpn11 block,Scp-1 inhibitor,STEP inh,LMPTP inh,SUMO1-SIM PPI,Rin1-Abl PPI inh,DNMT1 block,NadD inh,Neddyl block,CSN deneddyl inh
CCc1cccc(C)c1NC(=O)CSc1nc2ccc(N3C(=O)c4ccccc4C3=O)cc2s1,i,4,4,-3.1,0,-2,39,19,i,0
COc1ccc(-n2c(C)cc(/C=C3\SC(=S)NC3=O)c2C)cc1,+,-1,0,2.4,-9,2,-1,45*,i,22
CCc1ccc(NC(=O)NCCCN2CCCC2=O)cc1,i,-6,0,2.5,4,-1,2,4,i,3
CN(C)c1cccc(-c2nnc(SCCCC#N)o2)c1,i,-5,1,-1.0,2,-4,5,-1,i,-4
CC(C)CCN(CCC(C)C)CC(O)Cn1c2ccccc2c(=O)c2ccccc21 (stereo not drawn),i,-11,27,0.6,-13,-5,4,1,·,-5
Cc1ccc(C2CC(C(F)(F)F)n3ncc(C(=O)NCc4ccco4)c3N2)cc1 (stereo not drawn),i,-8,-2,1.1,0,3,-8,-6,i,5
COC(C[C@@H](O)CC(=O)[C@H](C)OCc1ccccc1)OC,i,-5,0,-1.2,-7,-1,2,-7,i,-3
CCn1cc(CCC(=O)NCc2cccc(OC)c2OC)c2ccccc21,i,-9,1,0.5,-6,-1,2,-6,i,-2
CCCCNC(=S)N(C)/N=C/c1c(F)c(F)c(F)c(F)c1F,i,-1,8,3.0,-3,3,1,9,i,-10
O=C(NCc1ccccn1)c1cc(-n2cnnc2)ccc1Cl,i,-7,0,-2.6,-1,3,2,-3,i,3
CCOC(=O)c1c(C(C)(C)C)oc2ccc(OCC#N)cc12,i,-12,2,3.4,0,-1,1,3,i,0
C=CCOc1c2ccc(C(=O)NCc3ccc(C)cc3)cc2nn1C,i,0,1,-0.8,-1,1,5,1,·,2
CCC(C)(C)NC(=O)C(c1ccncc1)N(Cc1cccs1)C(=O)Cn1nnc2ccccc21 (stereo not drawn),i,3,0,0.9,-2,0,0,0,i,-3
COCC(C)NC(=O)c1cc2cccc([N+](=O)[O-])c2[nH]1 (stereo not drawn),i,-10,0,-2.1,-33,-4,2,-4,i,-1
Cc1ccc(S(=O)(=O)Nc2cccc(C(=O)NCC3(N4CCCCC4)CCCCC3)c2)cc1F,i,-3,0,0.5,1,1,-1,-4,i,5
CCOC(=O)Cc1cnc(NC(=O)c2ccccc2)s1,i,-3,2,-0.5,-2,0,4,2,i,2
Cc1cc(NC(=O)CCC(=O)N(c2ccccc2)C2(C(=O)NC3CCCCC3)CCCC2)no1,i,-9,0,-1.7,5,-4,-1,3,i,1
COC(=O)C(C)n1nnc2sc(-c3ccccc3)cc2c1=O (stereo not drawn),i,-3,-3,-0.8,-15,3,-4,-4,i,0
COc1ccc(-c2noc(CN(C)C(=O)c3ccoc3C)n2)cc1,i,-5,-2,-1.4,2,-1,1,-4,i,0
COCCNc1nc(Nc2ccc(C(=O)OC)cc2)c2sccc2n1,i,·,-3,37,7,1,-4,-7,i,-1
CCCCCCn1c(=O)n2n(c1=O)[C@@H]1CN(S(=O)(=O)c3ccc(C)cc3)C[C@]1(O)[C@@H](OC(=O)NCc1ccccc1)C2,i,·,0,1.8,-2,4,-8,-4,i,1
Cc1ccc(S(=O)(=O)N(CC(=O)Nc2cccc([N+](=O)[O-])c2)Cc2ccc(Cl)cc2)cc1,i,-9,2,3.5,-2,0,-5,-7,i,-5
Cn1c(=O)c2cc(NC(=O)CCc3cccnc3)ccc2n1Cc1ccc(F)cc1,i,·,-1,2.5,4,-1,2,2,·,4
Cc1ccc(CNc2ncnc3cc(Cl)ccc23)o1,i,-4,-3,-0.4,3,-2,-1,-3,i,-1
COc1ccc(NC(=O)C(c2ccccc2F)n2c(=O)c(-c3ccco3)nc3ccccc32)cc1 (stereo not drawn),·,·,·,2.3,-7,·,·,·,i,6

# Retrieved one by one from the list above, 5 records:
SMILES,Rpn11 block,Scp-1 inhibitor,STEP inh,LMPTP inh,SUMO1-SIM PPI,Rin1-Abl PPI inh,DNMT1 block,NadD inh,Neddyl block,CSN deneddyl inh
COc1ccc(-n2c(C)cc(/C=C3\SC(=S)NC3=O)c2C)cc1,+,-1,0,2.4,-9,2,-1,45*,i,22
CC(C)=NNc1ncnc2nc[nH]c12,i,5,-1,-0.2,1,4,4,1,i,2
C=CCOc1c2ccc(C(=O)NCc3ccc(C)cc3)cc2nn1C,i,0,1,-0.8,-1,1,5,1,·,2
CCCCNC(=S)N(C)/N=C/c1c(F)c(F)c(F)c(F)c1F,i,-1,8,3.0,-3,3,1,9,i,-10
CCc1ccc(NC(=O)NCCCN2CCCC2=O)cc1,i,-6,0,2.5,4,-1,2,4,i,3
